Screens as filed in PubChem.
EPAC2 antag – antagonists of human EPAC2; actives 0.18% (n = 360,000); EPAC2 GEF exchange of Rap1B-BODIPY-GDP, fluorescence; AID 720708; Potency, µM (highest dose often 114 µM), inactives show top-dose activity, negative = inhibition, hits mostly inhibitors; further: potency means the concentration at half of the fitted maximal effect; on the % scale 0 is the no-effect control and ±100 the full control effect; nearly all actives have a fitted effect of over 45% in size; many of its hits are not listed in these tables
Target sequence (Q8WZA2 whole entry, looked up): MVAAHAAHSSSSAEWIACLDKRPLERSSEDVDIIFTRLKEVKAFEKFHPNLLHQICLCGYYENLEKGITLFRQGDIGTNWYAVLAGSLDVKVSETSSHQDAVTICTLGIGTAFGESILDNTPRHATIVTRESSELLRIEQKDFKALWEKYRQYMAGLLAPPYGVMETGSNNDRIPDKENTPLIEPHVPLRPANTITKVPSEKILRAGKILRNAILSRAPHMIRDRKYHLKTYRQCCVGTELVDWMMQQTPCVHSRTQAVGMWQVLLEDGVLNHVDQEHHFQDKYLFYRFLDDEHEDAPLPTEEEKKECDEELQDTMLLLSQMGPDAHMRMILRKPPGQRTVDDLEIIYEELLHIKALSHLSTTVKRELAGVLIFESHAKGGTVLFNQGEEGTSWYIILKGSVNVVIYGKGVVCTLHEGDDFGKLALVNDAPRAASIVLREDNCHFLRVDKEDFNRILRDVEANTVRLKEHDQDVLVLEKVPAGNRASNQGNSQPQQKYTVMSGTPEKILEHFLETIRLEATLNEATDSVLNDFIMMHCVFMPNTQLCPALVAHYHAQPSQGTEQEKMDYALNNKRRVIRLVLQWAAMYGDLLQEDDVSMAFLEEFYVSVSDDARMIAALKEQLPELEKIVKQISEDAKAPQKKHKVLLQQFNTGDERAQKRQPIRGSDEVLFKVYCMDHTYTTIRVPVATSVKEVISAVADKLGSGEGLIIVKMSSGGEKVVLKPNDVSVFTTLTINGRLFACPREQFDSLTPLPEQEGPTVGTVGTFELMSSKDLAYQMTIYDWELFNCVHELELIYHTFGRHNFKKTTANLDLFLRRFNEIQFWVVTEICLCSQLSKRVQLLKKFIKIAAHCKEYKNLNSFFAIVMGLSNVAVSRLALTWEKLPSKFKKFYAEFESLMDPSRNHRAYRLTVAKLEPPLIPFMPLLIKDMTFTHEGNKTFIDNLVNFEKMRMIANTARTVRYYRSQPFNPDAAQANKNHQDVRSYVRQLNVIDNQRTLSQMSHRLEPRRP
PLK1 PBD inh – inhibitors of human PLK1 polo-box domain binding | Potency, µM, without a hit: max response, negative = inhibition, most hits filed as inhibitors | Plk1 PBD binding of FITC phosphopeptide, fluorescence polarization | actives 2.8% (n = 360,000); further: potency means the concentration at half of the fitted maximal effect; series mostly up to about 57 µM; on the % scale 0 is the no-effect control and ±100 the full control effect; nearly all actives have a fitted effect of over 65% in size
CCT chaperon mod – cytosolic chaperonin activity modulation | purified chaperonin ATPase assay, HTRF ADP detection, 30 min | activity change, % (no concentration beside the values), hits read low | actives 0.3% (n = 360,000) | AID 651819; in the data active means activity change below about -30%; further: on the % scale 0 is the no-effect control and ±100 the full control effect
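We incubate TRiC, 40 or 20 nM final, with library compounds at 76 uM and 10 uM ATP for 30 min at 37 °C. ADP formed is detected with Transcreener HTRF reagents after 30 min at room temperature.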
Mm-Cpn inhibitor – blocks the Methanococcus maripaludis chaperonin Mm-Cpn. purified Mm-Cpn ATPase, ADP Transcreener TR-FRET. AID 504842. Potency, µM (top dose mostly 76.9 µM), without a hit: at the top dose activity, negative = inhibition, actives largely listed as inhibitors. actives 0.031% (n = 330,000); further: potency means the concentration at half of the fitted maximal effect; on the % scale 0 is the no-effect control and ±100 the full control effect; nearly all actives have a fitted effect of over 80% in size
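Measured: ADP formation by purified Mm-CPN. Conditions: 25 nM protein, 10 uM ATP, Tris pH 7.4 with Mg2+, K+ and DTT, 37°C for 30 min. Detection: Transcreener HTRF after 30 min at room temperature.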
WRN helicase inh – blocks human WRN helicase. Q14191. WRN helicase unwinding, fluorescent forked duplex, kinetic. Potency, µM (top dose mostly 114 µM), inactives show at the top dose activity change, negative = inhibition, hits mostly inhibitors. actives 0.46% (n = 360,000); further: potency means the concentration at half of the fitted maximal effect; on the % scale 0 is the no-effect control and ±100 the full control effect; nearly all actives have a fitted effect of over 55% in size
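Kinetic red-fluorescence monitoring (525/598 nm) tracks WRN helicase activity after 100 nM fluorophore-quencher forked duplex and 2 mM ATP are added to 20 nM enzyme pretreated 15 min at room temperature with compound.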
EPAC1 antag – antagonists of human EPAC1; O95398; EPAC1 GEF assay, Rap1b-BODIPY-GDP exchange fluorescence; Potency, µM (doses to about 115 µM), without a hit: at the top dose activity change, negative = inhibition, most hits filed as inhibitors; actives 0.14% (n = 360,000);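 further: potency means the concentration at half of the fitted maximal effect; plate controls were vehicle for no effect and positive control for full effect; nearly all actives have a fitted effect of over 50% in size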
EPAC1 agonist – activates human EPAC1 exchange factor; EPAC1 agonist qHTS, biochemical assay; response scale: 100% = response to 6.5 mM cAMP; O95398; actives 0.073% (n = 360,000); AID 720707; Potency, µM (top dose mostly 154 µM), for the others: at the highest dose activation, actives largely listed as activators; further: potency means the concentration at half of the fitted maximal effect; nearly all actives have a fitted effect of over 60% in size
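Compounds were pinned as a concentration titration into mixtures of EPAC1 (100 nM), BODIPY-GDP-loaded Rap1B (250 nM) and GDP (50 uM). After 5 min at room temperature, fluorescence was followed for 30 min; activity was scaled to 6.5 mM cAMP.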
PI5P4Ka inh – blocks human PI5P4K alpha kinase activity; P48426; PI5P4Kalpha enzyme, ADP-Glo luminescence, 60 min; stronger effect = lower value; max response, %; actives 1.2% (n = 330,000); active means max response of -50% or lower; inconclusive means between -30% and -50%; inactive means -30% or higher; further: value at the top dose of about 77 µM; on the % scale 0 is the no-effect control and ±100 the full control effect
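Luminescence from ADP-Glo served as readout of PI5P4Kalpha activity in a qHTS format. Reaction: enzyme, substrate, compound, ATP at 5 microM final, 60 min at RT.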
* = called active by the depositor; u = inconclusive; x = not tested or not shown; [ ] = remark or other dose. Unless noted, the call rests on the fitted dose curve; in most records, active means well fitted curve in the direction sought with a large enough effect; inconclusive means small, poorly fitted or top-dose-only effect, or another doubt; inactive means no such curve, though single readings can be large; an effect the other way counts as inactive or inconclusive.

EPAC2 antag,PLK1 PBD inh,CCT chaperon mod,Mm-Cpn inhibitor,WRN helicase inh,Structure,EPAC1 antag,EPAC1 agonist,PI5P4Ka inh
6%,-2%,1.1,-13%,-20%,COc1cc(NC(=O)Nc2cccc(C(C)=O)c2)cc(OC)c1OC,5%,-3%,x
1%,-22%,0.9,2%,-7%,O=C(CC1C(=O)NCCN1Cc1c(F)cccc1Cl)NC1CCCC1 (stereo not given),11%,4%,1
-5%[57.1 µM],-9%,-0.8,1%,-2%,COc1ccc(NS(=O)(=O)c2ccc(N3C(=O)CCC3=O)cc2)cc1,15%,2%,-2
0%,4%,0.4,1%,u,CC(NC(=O)COC(=O)/C=C/c1ccc([N+](=O)[O-])cc1)c1ccccc1 (stereo not given),-12%,-11%,16
-5%,-4%,-0.7,0%,-3%,CCN(CC)c1ccc(/C=C2\CCC(/C=C(\C#N)C(=O)Nc3ccccc3F)=C2N2CCOCC2)cc1,6%,12%,-2
-9%,-5%,-1.4,-5%,6%,COc1ccc(NC(=O)CON=CC(=O)Nc2ccc(C)cc2)c(OC)c1,-14%,-7%,0
-3%,-19%,1.6,0%,1%,O=C(c1cn(-c2ccccc2)nc1-c1ccccc1)n1nnc2ccccc21,4%,8%,1
-7%,-6%,0.3,-6%,2%,COc1cc(-c2cc(=O)c3ccccc3o2)ccc1O,-5%,-4%,-5
2%,1%,-1.6,x,2%,O=C(Cc1ccc(NC(=O)C2CCCN(C(=O)C3CCCCC3)C2)cc1)Nc1cccc(C(=O)N2CCCCC2)c1 (stereo not given),-4%,-6%,7
4%,-7%,1.5,0%,0%[57.1 µM],CC(=O)Nc1cc(NC(C)=O)c2nc(N)sc2c1,6%,3%,-3
5%,2%,0.2,x,-5%,CC(C)CC(NC(=O)OC(C)(C)C)c1cn([C@@H](CCC(=O)OC(C)(C)C)C(=O)N2CCN(C(=O)OC(C)(C)C)CC2)nn1 (stereo not given in full),-8%,-4%,-2
2%,-10%,-0.1,0%,-5%[11.6 µM],O=C(COc1ccc(-n2cnnn2)cc1)Nc1ccccc1Cl,-7%,9%,-51*
7%,-4%,2.0,-11%,-10%,COc1ccc(-c2cc3ccc(OCC(N)=O)cc3oc2=O)cc1OC,-27%,5%,0
-13%,1%,-9.8,x,2%,N#Cc1ccccc1OCC(=O)Nc1cc(S(=O)(=O)N2CCCCC2)ccc1N1CCOCC1,8%,17%,-8
-7%,-1%,1.0,-1%,-2%,CCOC(=O)CC(=O)CSc1nc2c(C)c(C)ccc2cc1C,0%,6%,16
4%,4%,0.0,3%,-4%,CCN(CC)CCN(C(=O)c1ccc([N+](=O)[O-])cc1)c1nc2ccc(OC)cc2s1,7%,-4%,-1
-11%,-11%,-6.5,2%,2%,O=C(CCNC(=O)c1ccccc1Cl)Nc1ccc(S(=O)(=O)Nc2nccs2)cc1,0%,6%,2
-6%,-2%,1.1,-1%,2%,COc1ccccc1NC(=O)c1cc(Cl)nc2ccccc12,4%,6%,-2
-2%,-6%,1.1,3%,3%,CN(Cc1nc(-c2cnccn2)no1)Cc1n[nH]c2c1CCCC2,4%,1%,0
7%,-10%,-3.0,0%,3%,Cc1cc2c(NC(=O)CCCC(=O)O)cccc2nn1,-15%,6%,-7
2%,-16%,0.2,3%,-10%,O=c1[nH]cnc2c1ncn2Cc1ccc([N+](=O)[O-])cc1,-10%,2%,1
14%,-7%,-8.0,x,4%,O=C1NC2CCc3nc4ccccc4c(=O)n3C2=Nc2ccccc21 (stereo not given),-2%,-4%,0
0%,u,-0.4,1%,-12%,Cc1ccc(-c2nnc3n2N=C(c2ccc(Br)cc2)CS3)cc1,-29%,7%,-5
0%,-16%,0.7,x,6%,O=C1OC(CCl)CN1Cc1ccc([N+](=O)[O-])cc1 (stereo not given),0%,6%,-1
2%,-5%,-2.2,3%,3%,O=C(NCc1ccc(F)cc1)C1CCCN(C(=O)Nc2ccccc2)C1 (stereo not given),-6%,8%,-2
3%,-13%,-6.0,1%,11%,CCCc1c(C(=O)N/N=C/c2ccc(OC)c(OCc3ccccc3)c2)nnn1-c1nonc1N,-16%,12%,-2
-3%,-16%,-7.3,-4%,6%,Brc1ccc(-c2nn3c(Cc4ccccc4)nnc3s2)o1,1%,6%,-6
-5%,-12%,-4.2,-1%,11%,Cc1nn(Cc2ccc(F)cc2)c(Cl)c1/C=N/NC(=O)c1cccnc1,0%,-11%,-3
-4%,-18%,-3.5,0%,1%,CCN1CCN(c2c(S(=O)(=O)c3ccc(C)c(C)c3)cnc3ccc(F)cc23)CC1,-16%,-10%,2
-2%,0%,2.8,1%,-5%,Cc1cc(C)c2c3c(sc2n1)C(c1cccc(F)c1)C(C#N)=C(N)O3 (stereo not given),7%,0%,x
u,-2%,1.2,4%,-14%,O=C(O)C1CC(=O)N(c2ccc(OCc3c(F)cccc3Cl)cc2)C1 (stereo not given),0%,2%,-12
4%,u,2.0,1%,15%,CC(Sc1ccccn1)C(=O)Nc1ccc(S(N)(=O)=O)cc1 (stereo not given),8%,-4%,x
-28%,-6%,-0.3,u,1%,Cc1ccc(-c2csc(NC(=O)CSc3nc4ccccc4c(=O)n3CCCN(C)C)n2)cc1,-1%,8%,-22
-16%,-8%,0.5,-1%,-11%,O=C(Nc1ccc2c(c1)C(=O)N(CC1CCCO1)C2=O)c1cccc(Br)c1 (stereo not given),-2%,12%,3
-10%,-12%,1.6,-1%,-7%,Cc1ccccc1/C=N/Nc1ccc(Cl)nn1,-6%,4%,8
-2%,-10%,-1.3,0%,-1%,O=C(CSc1cccc(C(F)(F)F)c1)Nc1ccc(N2CCOCC2)cc1,-4%,-14%,6

An excerpt from above, limited to EPAC1 agonist and Mm-Cpn inhibitor:
canonical_smiles | EPAC1 agonist | Mm-Cpn inhibitor
CC(Sc1ccccn1)C(=O)Nc1ccc(S(N)(=O)=O)cc1 (stereo not given) | -4% | 1%
Cc1ccc(-c2csc(NC(=O)CSc3nc4ccccc4c(=O)n3CCCN(C)C)n2)cc1 | 8% | u
O=C(Nc1ccc2c(c1)C(=O)N(CC1CCCO1)C2=O)c1cccc(Br)c1 (stereo not given) | 12% | -1%
Cc1ccccc1/C=N/Nc1ccc(Cl)nn1 | 4% | -1%

(further entries)
EPAC2 antag,PLK1 PBD inh,CCT chaperon mod,Mm-Cpn inhibitor,WRN helicase inh,Structure,EPAC1 antag,EPAC1 agonist,PI5P4Ka inh
-10%,-3%,2.1,1%,-28%,Cc1cc(C)n(CC(=O)NC2CCCN(Cc3ccc(Cl)cc3)C2)n1 (stereo not given),-5%,-9%,-1
-7%,-12%,2.0,2%,-6%,COc1ccc(NC(=O)N(C)C[C@H]2Oc3ccc(NC(=O)C4CC4)cc3CC(=O)N([C@@H](C)CO)C[C@@H]2C)cc1,-10%,9%,-4
2%,-4%,-1.3,-1%,-14%,CNC(=O)c1[nH]cnc1C(=O)Nc1ccccc1OC,0%,1%,-14
0%,-7%,1.3,-1%,-11%,Clc1ccc(OCCSc2ncccn2)c2ccccc12,-5%,15%,0
-9%,3%,-1.4,-1%,-8%,CC(C)S(=O)(=O)c1csc(NC(=O)Nc2cccc([N+](=O)[O-])c2)c1Cl,-4%,1%,-6
-8%,-19%,-3.6,2%,-5%,COc1cc(C(=O)N/N=C/c2cc([N+](=O)[O-])cs2)cc(OC)c1OC,8%,5%,-7
-8%,-15%,-1.9,3%,-10%,CCOc1ccc(N=C2NC(=O)S/C2=C\c2ccc(Cl)cc2)cc1,-12%,3%,1
8%,5%,0.1,0%,-4%,COC(=O)c1c(-c2c(Cl)cccc2Cl)noc1C(=O)NN,7%,-3%,-2
4%,-24%,1.7,1%,0%,Cc1nn(C)cc1C1Nc2ccccc2C(=O)N1O (stereo not given),-13%,14%,4
-13%,u,-2.0,1%,4%[11.6 µM],CC1=NN(c2ccc(C)c(C)c2)C(=O)/C1=C\C=C\c1ccc([N+](=O)[O-])o1,-12%,-14%,-52*
3%,-5%,-3.9,x,5%,COc1ccc(CN2C(=O)C(CC(=O)NCCc3ccccn3)CC(C(=O)N(C(C)C)C(C)C)=C2C)cc1 (stereo not given),20%,-6%,2
4%,-8%,-1.0,x,-3%,CCc1nc2c(OCc3c(C)noc3C)cccn2c1N(C)C(=O)C(C)C,-2%,-2%,0
6%,-6%,0.1,2%,1%,CCOc1ccccc1-n1c(SCC(=O)N2CCCc3ccccc32)nnc1-c1cccnc1,2%,-2%,2
-8%,-12%,-1.0,0%,-2%,CN1CCC(OC(=O)c2ccccc2)CC1,-4%,11%,0
-5%,3%,1.9,1%,5%,COc1ccc(/C=C/C(=O)N2CCCc3ccccc32)cc1,-7%,8%,-2
0%,-3%,-0.2,x,7%[57.1 µM],COc1ccc(C(O)c2nc(-c3cc4ccccc4o3)cs2)cc1 (stereo not given),u,-3%,1
1%,-7%,-2.0,-2%,16%,CN(Cc1ccc(F)cc1)Cc1nc(-c2cnccn2)no1,17%,-7%,-5
-10%,-1%,-0.9,-1%,-3%,Cc1ccc2c(c1)C(c1ccccc1)N(C(=O)c1cccc([N+](=O)[O-])c1)CC(=O)N2 (stereo not given),9%,6%,-1
-7%,-7%,0.6,1%,-20%,COc1cc2c(=O)n(CC3CCCO3)c(=O)n(CC(=O)Nc3cccc(Cl)c3)c2cc1OC (stereo not given),-25%,6%,4
-6%,-4%,-0.8,x,0%,CC1(C)CCC(=O)N2CC[C@H]3c4cc5ccccc5nc4C[C@@H]1[C@H]32,-22%,-17%,0
-5%,-18%,-0.6,x,-1%[57.1 µM],CC(=O)Nc1cccc(-c2ccnc3c2CC(C(=O)NCc2cccnc2)O3)c1 (stereo not given),u,-1%,4
7%,-12%,3.6,0%,-1%,Cc1ccc(C)c(NC(=O)CN(C)C(=O)C2CCCC2)c1,-13%,2%,-6
19%,-15%,-0.7,1%,-1%,CC1(C)S[C@@H]2[C@H](NC(=O)[C@H](N)c3ccccc3)C(=O)N2[C@H]1C(=O)OC1OC(=O)c2ccccc21 (stereo not given in full),-5%,-11%,2
u,5%,-8.3,2%,3%,Cc1ccc(S(=O)(=O)N2CCCCC2c2cccnc2)c(C)c1C (stereo not given),4%,-2%,4
10%,4%,-2.2,x,-2%,COc1cccc(OC2(C)CCN(Cc3ccc(-c4ccccn4)cc3)C2)c1 (stereo not given),7%,-3%,-1

A portion of the library. The share of hits here may be higher or lower than overall.
